TbREL1 primary: TbREL1 RNA ligase inhibitors, primary screen, biochemical, FRET fluorescence. TbREL1 RNA ligation. inhibition, % at 9.66 µM. 89,000 compounds, 0.49% hits. RNA-editing ligase 1, mitochondrial (Trypanosoma brucei brucei), P86926;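 active means inhibition above the mean inhibition across all screened compounds plus 3 SD, cut at about 11% in these data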;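 further: 0% = plate median of test wells and 100% = NSC42067 control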
Target sequence (P86926 whole entry, looked up): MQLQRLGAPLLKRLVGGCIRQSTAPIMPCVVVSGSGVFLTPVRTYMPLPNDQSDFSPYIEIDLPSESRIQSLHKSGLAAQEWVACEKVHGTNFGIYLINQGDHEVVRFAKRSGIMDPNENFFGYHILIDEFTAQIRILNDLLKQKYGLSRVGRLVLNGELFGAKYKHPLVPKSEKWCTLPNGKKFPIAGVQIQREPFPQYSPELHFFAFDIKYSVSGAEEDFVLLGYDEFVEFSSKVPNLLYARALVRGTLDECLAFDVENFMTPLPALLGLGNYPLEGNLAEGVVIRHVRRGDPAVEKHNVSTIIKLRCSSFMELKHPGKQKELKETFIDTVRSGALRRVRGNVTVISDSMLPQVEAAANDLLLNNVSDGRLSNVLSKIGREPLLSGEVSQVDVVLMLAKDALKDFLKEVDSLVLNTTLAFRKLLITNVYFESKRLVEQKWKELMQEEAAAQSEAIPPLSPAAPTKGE
The depositor's hits bear a star. Only part of the results is shown; rates above refer to the full screens.

Preview (three entries):
SMILES | TbREL1 primary
Cc1ccc(S(=O)(=O)N(C)C)cc1NC(=O)Nc1ccccc1 | 0.4
CSCCC(NC(=O)c1ccco1)C(=O)Nc1cc(C)ccn1 (stereo not drawn) | 2.9
COc1ccc(-c2csc(Cc3nnc4n3CCCCC4)n2)cc1 | 1.1

Results (from the top)
SMILES | TbREL1 primary
Cc1ccc(S(=O)(=O)N(C)C)cc1NC(=O)Nc1ccccc1 | 0.4
CSCCC(NC(=O)c1ccco1)C(=O)Nc1cc(C)ccn1 (stereo not drawn) | 2.9
COc1ccc(-c2csc(Cc3nnc4n3CCCCC4)n2)cc1 | 1.1
CCN(CC)c1ccc(S(=O)(=O)N2CCOCC2)cc1NC(=O)COC(=O)/C=C/c1ccco1 | -2.9
CCN(C(=O)COC(=O)c1ccccc1Cc1ccccc1)c1c(N)n(Cc2ccccc2)c(=O)[nH]c1=O | -2.3
COc1cc(OC)c(C(=O)COc2ncnc3ccccc23)c(OC)c1 | -0.5
O=c1oc(=S)oc2c1[C@H](c1ccc(Cl)cc1)O[C@H](C1CCCC1)C2 | 3.3
CCOC(=O)N1CCC(NC(=O)c2ccc(CS(=O)(=O)c3c(Cl)cccc3Cl)o2)CC1 | -0.3
COC(=O)Cc1ccc(NC(=S)N2CCN(c3ccc(F)cc3)CC2)cc1 | -4.9
Cc1ccc(C(=O)NC(c2ccccc2)C(Cl)Cl)cc1 (stereo not drawn) | 3.5
COc1ccccc1C1Nc2cccc3cccc(c23)N1 | -1.2
CC(C)(C)NC(=O)Cn1c(SCC(=O)NC2CCCCC2)nc2ccccc21 | -0.8
CC(C)(C)OC(=O)[C@H](Cc1ccccc1)NC(=O)c1nc[nH]c1C(=O)N1CCNCC1 | -0.2
CCOc1ccc(OCC)c(Nc2cc(C)nc3ncnn23)c1 | 3.6
COc1ccc([C@H]2CC(=O)C=C(c3cc(C)ccc3F)C2)cc1 | -1.9
O=C(CSC1=NCCS1)Nc1nc(-c2ccccc2)cs1 | 2.0
Cc1cccc(OCC(=O)OC(C)C(=O)Nc2ccc(Cl)cn2)c1 (stereo not drawn) | -0.2
O=c1[nH]c(SCCOc2ccccc2)nc2ccccc12 | -0.5
NCCCn1c(C(=O)c2cc(Cl)c(N)c(Cl)c2)c2ccccc2[n+]1[O-] | 5.2
CC(C)c1ccc2[nH]c3nc(SCC(=O)NC4CC4)nnc3c2c1 | 3.7
Cc1ccccc1C(=O)N1CCN(c2ccc(N3CCOCC3)nn2)CC1 | -2.5
CCOC(=O)c1c(-c2ccccc2)oc2ccc(OCC(O)CN(C)C)cc12 (stereo not drawn) | 7.2
COc1ccc(Cl)cc1NC(=S)NCCO | 4.1
COc1ccccc1C(CNC(=O)c1cccc(S(=O)(=O)N2CCCc3ccccc32)c1)N(C)C (stereo not drawn) | 4.5
CCn1c(=Nc2ccc(N3CCOCC3)cc2)ccc2ccccc21 | -1.2
CCOc1ccc(NC(=O)c2cccnc2C(=O)O)cc1 | 4.5
CCOc1ccc(NC(=O)C(=O)NCCN2CCN(C(=O)c3ccc(C)cc3)CC2)cc1 | 1.5
CC(=Nc1ccccc1)C1=C(O)CC(C)(C)CC1=O | 3.0
COc1ccc(C(=O)Nc2cnn(Cc3ccc(Cl)cc3)c2)cc1OC | -2.8
Cc1ccc(Oc2ncccc2/C=N/OCc2ccc(Cl)cc2Cl)cc1 | -3.5
CCOC(=O)Cc1cnc(NC(=O)CSc2nc3ncnc(N)c3[nH]2)s1 | -3.4
O=c1ccnc(Sc2ncccc2[N+](=O)[O-])[nH]1 | -1.4
C=CCn1c(COC)nnc1SCC(=O)c1ccc(F)cc1 | -0.5
O=C(CCc1ccccc1)NNC(=O)C1CCCCC1 | 1.6
O=C(NCc1ccc(F)cc1)C(=O)Nc1nc(C23CC4CC(CC(C4)C2)C3)cs1 | 4.0
O=C(NCCC1=CCCCC1)C1CCCN(S(=O)(=O)c2ccc(F)cc2)C1 (stereo not drawn) | -2.2
CCOC(=O)[C@]12CCCC=C1N(CCCOC)C(=O)[C@@H]2CC(=O)N1CCSCC1 | -6.6
CCS(=O)(=O)N1CCC(C(=O)Oc2ccc(C(=O)OC)cc2)CC1 | 4.7
CC1(C)CC(=O)C/C(=N/NC(=O)COc2ccc(Cl)cc2Cl)C1 | -0.9
O=C1CSC(c2cccc([N+](=O)[O-])c2)N1Cc1ccccc1 (stereo not drawn) | 4.6
Cc1nc2cc(OCc3cc(C(=O)NC(C)c4cn(C)nc4C)no3)ccc2s1 (stereo not drawn) | 0.3
CC(C)NC(=O)c1ccc(CS(=O)(=O)c2ccc(Br)cc2)o1 | 0.0
O=P(c1ccccc1)(c1ccccc1)C(c1ccccn1)P(=O)(c1ccccc1)c1ccccc1 | -1.3
Nc1ncnc2c1ncn2[C@@H]1O[C@H](CN2CCCS2(=O)=O)[C@@H](O)[C@H]1O | 0.0
Cn1cccc1C(=O)OCC(=O)NC1CCS(=O)(=O)C1 (stereo not drawn) | 4.3
Cc1cccc(NCc2ccc(N(C)C)cc2)n1 | -7.7
COc1ccc(CC(=O)N(Cc2ccccc2)c2ccc(C)cc2)cc1S(=O)(=O)N1CCOCC1 | -0.4
CC1CCN(S(=O)(=O)c2ccc(C(=O)OCc3ccc4c(c3)OCO4)cc2)CC1 | 1.5
CCCCCc1nnc(NC(=O)c2cccc(S(=O)(=O)N3CCOCC3)c2)s1 | 2.1
CCOC(=O)N1CCN(CC(O)COc2c(C)cccc2C)CC1 (stereo not drawn) | -1.3
COc1cccc(CCC(=O)Nc2cc3c(cc2C(=O)O)OCCCO3)c1OC | 0.8
CS(=O)(=O)c1ccc(C(=O)NCC2(N3CCCCC3)CCCCC2)cc1 | -1.3
O=[N+]([O-])c1ccc(O)c(C=NN2CCCCC2)c1 | -1.8
Cc1cc(N2CCN(Cc3ccc4c(c3)OCO4)CC2)n2nc(C)nc2n1 | -4.7
CCCCN1C(=O)C(CC(=O)NC2CCCC2)CC(C(=O)N(CC)CC)=C1C (stereo not drawn) | 2.8
COc1cc(C2=NOC(C(=O)NCc3ccc(F)cc3)C2)cc(OC)c1OC (stereo not drawn) | 0.2
Cc1ccccc1C(=O)c1cccn1CC(=O)NC(C)c1ccc2c(c1)OCCO2 (stereo not drawn) | -0.8
O=C(O)C1CCN(S(=O)(=O)c2cccc3cccnc23)CC1 | 0.7
Cc1nc(N2CCC3(CC2)OCCO3)c2nnn(Cc3ccccc3F)c2n1 | -2.3
CCC(C)[C@@H](C(=O)NCC1CCC(C(=O)O)CC1)n1nnc2ccccc2c1=O (stereo partly drawn) | -0.7

Sorted by molecular weight (smallest number first): some entries from above
SMILES | TbREL1 primary
O=[N+]([O-])c1ccc(O)c(C=NN2CCCCC2)c1 | -1.8
O=C(O)C1CCN(S(=O)(=O)c2cccc3cccnc23)CC1 | 0.7
CCOC(=O)N1CCN(CC(O)COc2c(C)cccc2C)CC1 (stereo not drawn) | -1.3
CCC(C)[C@@H](C(=O)NCC1CCC(C(=O)O)CC1)n1nnc2ccccc2c1=O (stereo partly drawn) | -0.7

Entries listed so far containing a COOH group, in the order listed:
SMILES | TbREL1 primary
CCOc1ccc(NC(=O)c2cccnc2C(=O)O)cc1 | 4.5
COc1cccc(CCC(=O)Nc2cc3c(cc2C(=O)O)OCCCO3)c1OC | 0.8
O=C(O)C1CCN(S(=O)(=O)c2cccc3cccnc23)CC1 | 0.7
CCC(C)[C@@H](C(=O)NCC1CCC(C(=O)O)CC1)n1nnc2ccccc2c1=O (stereo partly drawn) | -0.7

Additional entries
SMILES | TbREL1 primary
Cc1ccccc1C(=O)Nc1ccc(S(=O)(=O)N2CCCC2)cc1 | -0.4
CC1CCCC(NC2CCCCNC2=O)C1 (stereo not drawn) | 10.3
Cc1cc(=O)n2nc(N3CCC(C(=O)NC(C)c4ccccc4)CC3)sc2n1 (stereo not drawn) | -0.3
Cc1cccc(C2Nc3ccccc3C(=O)N2NC(=O)c2ccc([N+](=O)[O-])cc2)n1 (stereo not drawn) | -0.4
CCCCOC(=O)CCN1C(=O)/C(=C2\SC(=S)N(CCC(=O)OCCCC)C2=O)SC1=S | 2.1
CC1=C(C(=O)N2CCCCCC2)CC(CC(=O)NC2CCCCC2)C(=O)N1Cc1ccccc1 (stereo not drawn) | -0.2
COc1ccc(CNC(=O)CN(Cc2ccco2)C(=O)CCC(=O)Nc2ccccn2)cc1 | 1.3
CN(CC(=O)Nc1sccc1C(N)=O)S(=O)(=O)c1ccc(Cl)cc1 | 1.2
CS(=O)(=O)c1ccc2nc(NC(=O)Nc3ccc(Cl)c(Cl)c3)sc2c1 | 5.7
COC(=O)/C(=C\C(=O)c1ccc([N+](=O)[O-])cc1)Nc1ccc(OC)cc1 | -4.4
COc1ccc(-c2nnc(SCC(=O)Nc3ccccc3)n2C)cc1 | 4.3
COc1ccc(COCC(CC(C)C)N2CCN(C(=O)c3cccc(C(F)(F)F)c3)CCC2=O)cc1 (stereo not drawn) | 2.2
CC(OC(=O)c1ccc(NC(=O)CC#N)cc1)C(=O)NCCC1=CCCCC1 (stereo not drawn) | 2.4
Cc1ccc(NC(=O)c2ccc(Cl)cc2Cl)cc1O | 1.8
O=C(c1ccc(-c2cccc(C(F)(F)F)c2)o1)N1CCN(c2ccccc2O)CC1 | -1.5
COC(=O)[C@]12CCCCC=C1N(Cc1ccc(Cl)cc1Cl)C(=O)[C@H](CC(=O)NCC1CCCCC1)C2 | 2.7
Cc1ccc(C(=O)O/N=C2\CCS(=O)(=O)c3sccc32)cc1 | 1.1
COc1cccc(CN2CCN(C(=O)Nc3ccc([N+](=O)[O-])cc3)CC2)c1 | 0.7
O=S1(=O)CC2NC(=S)N(c3cccc(Br)c3)C2C1 (stereo not drawn) | 0.1
O=C(Cc1ccccc1)NC(NCCCN1CCOCC1)(C(F)(F)F)C(F)(F)F | -1.2
CCC(=O)N1C(Cc2ccccc2)COC1(C)C (stereo not drawn) | 0.9
COc1ccc(CNC(=S)N/N=C(\C)c2ccc(OC)cc2)cc1 | -7.4
COc1cc(CNc2ccc(N3CCOCC3)c(C(=O)O)c2)ccc1OCC(N)=O | -1.0
CCCCCCCCNCCS(=O)(=O)NCc1ccc(OC)cc1 | 2.0
COc1ccccc1CNC(=O)c1nnc(Cc2ccc(Cl)cc2)o1 | 0.0
CCCOc1ccc(C(=O)N/N=C/c2ccc(-c3ccc(S(=O)(=O)Nc4ncccn4)cc3)o2)cc1 | -1.1
COCCCNC(=O)CSc1nc2cc3c(cc2c(=O)n1CCCC(=O)NCc1ccc(OC)cc1)OCO3 | -0.3
Nc1nonc1-n1nnc(C(=O)N/N=C/C2CCCCC2)c1-c1ccccc1 | 2.6
CCN1C2OC3OC4C(OC3OC2N(CC)S1(=O)=O)N(CC)S(=O)(=O)N4CC (stereo not drawn) | 1.1
COc1ccc(CNC(=O)C(c2ccco2)N(C(=O)c2snc(C(N)=O)c2N)c2cccc(OC)c2)cc1 (stereo not drawn) | 6.0
CCN(CC)c1ccc(C2C(C(=O)OCCOC)=C(C)NC3=C2C(=O)CC(C)(C)C3)cc1 (stereo not drawn) | 1.1
COc1ccc(C(C)n2c(C)c3c(C)nnc(C)c3c2C)cc1 (stereo not drawn) | -2.5
COc1ccc(/C=C/C(=O)NCc2cn(C)nc2C)cc1COc1ccc(Br)cc1 | 3.6
C/C(N)=C(/C#N)C(=O)CSc1nnc(C)n1-c1ccccc1 | -1.6
CCOC(=O)c1ccc(NCc2ccncc2)cc1 | 4.8
Fc1ccc(NC(=S)NC23CN4CN(CN(C4)C2)C3)cc1 | -1.8
N#Cc1c(-c2ccccc2)nc(-c2ccccc2)nc1N1CCOCC1 | 1.3
CC(=O)Nc1ccc(C(=O)N/N=C(\C)CC(=O)Nc2ccc(OCc3ccccc3)cc2)cc1 | 6.7
Cc1noc(C)c1S(=O)(=O)N(CC(=O)NCc1ccc(Cl)cc1)c1ccc2c(c1)OCO2 | 0.0
CCCCn1nc2cc(C(=O)NCCc3cccs3)ccc2c1OCC | -1.4
Cc1ccc(CC23CN4CCN(CC(C4)C2O)C3)c(C)c1 (stereo not drawn) | -3.9
Cc1noc(C)c1C(=O)Nc1ccc(N(C)C)cc1 | -1.4
Cc1ccc(C(=O)Nc2ccccc2-c2ccccc2)o1 | 2.2
CC(CCc1ccccc1)NS(=O)(=O)c1ccccc1Cl (stereo not drawn) | 1.8
COc1ccc(-c2csc(NC(=O)C3CSC4(C)CCC(=O)N34)n2)cc1 (stereo not drawn) | -0.4
COc1ccc(C2Nc3ccccc3C(=O)N2Cc2ccccc2)cc1CN1CCOCC1 (stereo not drawn) | -0.8
Cc1c(C(=O)OCC(=O)N2CCCC2=O)oc2ccccc12 | -0.3
Fc1ccc(-c2nnn3c2nc(NCc2ccccc2)c2ccccc23)cc1 | 2.7
Cc1ccc(NC(=O)c2cccc3c2-c2ccccc2C3=O)c(C)c1 | -0.4
COCCn1cc(C(=O)NCc2cccs2)c2c3ccccc3n(C)c2c1=O | -2.9
CSc1ccc(/C=C(\NC(=O)c2ccc(C)cc2)C(=O)Nc2cccc(C)c2)cc1 | 5.1
Cc1ccc(Cn2ccc(=O)c(OCc3ccccc3)c2C)cc1 | -2.2
Cc1cccc(-c2nc(NCCCN3CCOCC3)c3ccccc3n2)c1 | -4.8
O=C(Nc1ccc2c(c1)OCO2)c1cc(-c2cccc(O)c2)on1 | 3.9
COc1ccc(-c2noc(C3CCCN(C(=O)c4ccccc4)C3)n2)cc1 (stereo not drawn) | 3.5
Cc1cc(Nc2ccc(Br)cc2F)n2ncnc2n1 | 6.0
C[C@H]1[C@@H](OC(=O)NCc2cccc(Cl)c2)CC[C@@]23CCCN2C(=O)CCC[C@@H]13 | 1.5
O=C(NCCO)C1(c2ccc(Cl)cc2)CCCC1 | 3.0
COc1ccc2oc(-c3ccccc3)c(C(=O)N3CCOCC3)c2c1 | 3.5
CCn1c(CNC(=O)c2cccs2)nnc1SCC(=O)Nc1ccc(Cl)cc1 | 1.5

The list goes on:
SMILES | TbREL1 primary
COc1ccccc1NC(=O)CN1C(=O)NC2(CCCCCCC2)C1=O | -4.7
CCOC(=O)N1CCN(C(=O)C2CC(=O)N(c3ccc(OC)cc3)C2c2ccc(OC)cc2)CC1 (stereo not drawn) | -2.8
O=C(N/N=C/c1ccccn1)c1cc(C2CC2)[nH]n1 | 3.7
CCOC(=O)C1CCN(C(=O)COc2ccc(N(C)S(=O)(=O)c3cccs3)cc2)CC1 | 0.0
